# Source: PubChem (Broad Institute)
# FN deposition inh: fibronectin deposition inhibition | inhibition, % at 12.6 µM | AID 743247 | AH1F fibroblasts, Alexa488-fibronectin deposition fluorescence, overnight | actives 0.086% (n = 350,000);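 active means mean inhibition across replicates of 30% or more, regardless of how many single replicates reach that level; inconclusive means mean under 30% yet at least half of replicates reach 30%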;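 further: positive control wells lacked labelled fibronectin entirely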
#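 Assay system: AH1F fibroblasts assembling fluorescent fibronectin matrix; Amount: 10000 AH1F cells per well; Buffer or medium: DMEM, 2% serum; Probe or stimulus: Alexa488-fibronectin, 24 nM final in well; Doses: single compound dose, delivered by pin transfer; Incubation: 1 h adhesion, overnight exposure; Measured by: fluorescence 485/525 nm; Read-out: fibronectin deposition inhibition.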
# INS-1E GSIS act: GLuc luminescence reporter in INS-1E cells, primary screen for activators of glucose-dependent secretion of insulin; INS-1E GLuc reporter insulin secretion, 2-3 h; activation, % at 16.6 µM; actives 0.61% (n = 370,000);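 active means lowest replicate activation of at least 40%, so every replicate reaches that level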;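 further: 0% = median of neutral control wells and 100% = median of IBMX positive control wells; some compounds called inactive have numbers as strong as hits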
# PAX8 inh HTS: lowers PAX8-driven luciferase in RMG-I cells; RMG-I TPO-luciferase reporter, SteadyGlo, 24 h; inhibition, % at 12.6 µM; actives 1.2% (n = 360,000);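 active means mean replicate inhibition at least 60% with every replicate also reaching 60%; inconclusive means only one of the two criteria is met; inactive means mean below 60% and not all replicates reaching 60%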;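 further: luciferase light reporting Pax8 driven TPO promoter activity; plate controls were median of neutral control wells for no effect and mitoxantrone controls for full effect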
# CFTR F508del cor: CFTR F508del correction in bronchial cells; activity (quench increase), % at 7.58 µM; AID 720511; actives 0.36% (n = 350,000); CFBE cells, YFP halide quenching; stimulated with forskolin plus potentiator P3; % fluorescence drop versus neutral controls;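 active means mean added fluorescence quench of at least 8% versus neutral control, with both replicates also reaching 8%; inconclusive means only one of the mean or replicate conditions met; inactive means mean below 8% and not both replicates reaching 8%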;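 further: cells transiently co-express mutant CFTR-F508del with the halide-sensitive YFP; corrector assay measuring rescue of mutant channel to the surface after 24 h compound exposure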
# miR-122 sensor: inhibitors of miR-122 in Huh7 cells; Huh7 miR-122 Renilla luciferase sensor, 48 h; neutral wells = 0, positive control = 100; AID 602342; activation (reporter increase), % at 12.5 µM; actives 0.3% (n = 340,000);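 active means mean replicate activation score at least 90 and every replicate individually at or above 90; inconclusive means only one of the two criteria met; inactive means neither criterion met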;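 further: higher luciferase means less miR-122 activity so hits act as miR-122 inhibitors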
# DENV2 CPE: DENV2-induced cell death inhibition; AID 651640; actives 1.7% (n = 350,000); DENV2-infected cells, cytopathic effect rescue, plate reader; CPE inhibition, % at 9.99 µM; in the data active means CPE inhibition above about 20%, passing the limit was not always enough; inconclusive means no clear call, values can overlap the other calls; tested in BHK-21 cells;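 further: 0% = median of neutral control wells and 100% = median of positive control wells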
# EWS-Fli block: inhibitors of EWS/Fli oncoprotein transcriptional activity; A673 NR0B1-luciferase reporter, viability-normalised; inhibition, % at 12.6 µM; actives 0.67% (n = 350,000); AID 651661;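 active means mean inhibition of at least 50% after viability correction, with every replicate also passing that limit; inconclusive means mean reaches 50% but only one of two replicates passes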;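 further: firefly luciferase signal divided by Alamar Blue viability fluorescence both relative to DMSO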
# Numbers without * were called inactive; ? = inconclusive; . = not tested or not shown; [ ] = another dose, or the depositor's remark. Rows are unselected; about 3.9% have a hit in one of these screens.
SMILES,FN deposition inh,INS-1E GSIS act,PAX8 inh HTS,CFTR F508del cor,miR-122 sensor,DENV2 CPE,EWS-Fli block
Cc1noc(C)c1NC(=O)Nc1ccc2c(c1)C(=O)N([C@@H](C)CO)C[C@H](C)[C@@H](CN(C)C(=O)Nc1ccc(C(F)(F)F)cc1)O2,.,-1,.,0.0,-18[16.7 µM],-10,-4
NCCCC[C@H]1CNC(=O)C(=O)N1CCc1cccc(F)c1,-7,30,1,-0.1,5,-5,-9
CC(C)(C)NC(=O)C1CCC(CNS(=O)(=O)c2cccc3nsnc23)CC1 (stereo not drawn),-3,15,-4,-1.9,.,15,-1
Cc1c(C(=O)N2CCC(C)CC2)oc2ccc3c(c12)C(O)CC1(CCCCC1)O3 (stereo not drawn),-3,-15,11,2.7,50,5,-27
Cn1cccc1C(=O)OCC(=O)Nc1ccc2[nH]c(=O)[nH]c2c1,.,.,-3,-1.7,2,-1,-3
C/C(=N/N=C1/NC(=O)CC(C(=O)Nc2ccccc2)S1)c1cccs1 (stereo not drawn),6,-11,2,-2.1,.,.,2
CCOc1cc(S(=O)(=O)NCc2ccccc2)ccc1Br,.,3,9,0.3,39,11,6
CC(=O)N(C)C[C@H]1Oc2cc(-c3ccccc3C)ccc2S(=O)(=O)N([C@@H](C)CO)C[C@H]1C,.,15,.,-0.3,-8[16.7 µM],10,-2
COc1ccccc1N1CCN(C(=O)CN2C(=O)C3CCCCC3C2=O)CC1 (stereo not drawn),5,-9,-30,1.2,.,-7,-41
Cc1cc2ncn(N)c2cc1C,4,-4,.,.,-6,.,.
C[C@@H]1CN([C@H](C)CO)S(=O)(=O)c2ccc(Br)cc2O[C@@H]1CN(C)Cc1cccnc1,-7,33,.,0.2,.,-2,0
Cc1c(NC(=O)Nc2cccc(C#N)c2)c(=O)n(-c2ccccc2)n1C,-4,0,4,-0.2,0,0,0
O=C(COC(=O)Cc1cccc(C(F)(F)F)c1)NCc1ccco1,-2,-1,-8,-3.9,-8,8,-1
CC(C)CC(=O)NC(=S)Nc1nc(-c2cccc3ccccc23)cs1,0,.,14,.,14,.,.
CN1CCCCC1(C)C(=O)NCc1ccc(C(C)(C)C)cc1 (stereo not drawn),-4,12,-1,-1.8,3,-7,-5
Cc1ccsc1C(=O)Nc1n[nH]c(C(F)(F)F)n1,9,36,1,-2.5,-4,.,2
CN(C)S(=O)(=O)n1cc(/C=C(\NC(=O)c2ccccc2F)C(=O)N2CCCC2)c2ccccc21,4,2,6,0.4,9,-3,.
CCOC(=O)N1CCN(CC(O)c2c[nH]c3ccc(OC)cc23)CC1 (stereo not drawn),-2,13,5,-0.6,0,-5,7
CCOc1ccc(C(=O)CCCC(=O)c2ccc(OCC)cc2)cc1,3,14,-101,-0.6,.,-1,-35
C[C@H]1CN([C@@H](C)CO)C(=O)c2cc(-c3ccncc3)cnc2O[C@@H]1CN(C)C(=O)Cc1ccccn1,.,9,-12,-3.2,2[16.7 µM],-3,7
CCC(C)Sc1nc2c(c(=O)[nH]c(=O)n2C)n1CC(O)COc1ccccc1C (stereo not drawn),3,.,8,.,-12,.,.
CCc1ccc(NC(=O)C(=O)NNC(=O)COc2cccc(OC)c2)cc1,-9,4,-22,.,.,1,-8
OCc1ccc(-c2cccc3nccn23)cc1,.,12,-23,0.2,-3,-7,-1
Oc1ccc(Oc2ccc3c(C(F)(F)F)cc(C(F)(F)F)nc3n2)cc1,2,-3,7,.,-7,.,.
O=C(CCc1ccccc1)N/N=C/c1cccc([N+](=O)[O-])c1,7,-13,12,-4.7,.,-4,2
Cc1ccc(CNC(=O)CCCC(=O)Nc2cc(C)on2)cc1,.,1,-4,.,2,13,3
CC1CCN(C(=O)COC(=O)c2ccc(N3CCCC3=O)cc2)CC1,3,-7,-11,-1.3,.,-3,-7
C/C(=N\NC(=O)c1ccccc1Cl)c1ccccn1,4,9,2,4.2,14,-1,-22
CCCNC(=O)Nc1ccc2c(c1)C(=O)N(C)C[C@H](OC)[C@H](C)CN(Cc1ccccc1)[C@H](C)CO2,-11,-4,.,1.8,6[16.7 µM],.,0
CCCNC(=O)CCCN1C(=O)c2ccccc2Sc2ncccc21,-1,7,4,.,-6,-3,-14
CC(C)CC(NC(=O)C(NC(=O)C(Cc1ccc(OCc2ccccc2)cc1)NC(=O)OC(C)(C)C)C(C)C)C(N)=O (stereo not drawn),-7,-11,-19,.,.,.,.
COc1ccccc1CNc1ccc([N+](=O)[O-])cc1C,10,-9,1,-0.5,5,-2,-1
O=C(COCc1cc(-c2ccc3c(c2)OCO3)on1)N1CCCCC1,-7,2,-143,-0.1,-5,5,.
CCN1CCN(C(=O)C2CCN(c3nnc(C)c4c(C)n(-c5ccc(C)cc5)nc34)CC2)CC1,12,1,-4,-0.1,.,3,-7
Cc1ccc(NC(=O)Nc2cnccn2)cc1C,11,1,-54,-1.1,8,.,-55
COCCCNC(=O)/C=C/c1ccc(OCc2c(F)cccc2Cl)cc1,6,-3,0,-3.3,4,-2,27
O=C(O)CN1CCN(Cc2ccccc2)C1=O,5,12,.,.,3,.,.
CC(O)CN(CC(C)O)c1ccc2c(c1)Cc1cc([N+](=O)[O-])ccc1-2 (stereo not drawn),-18,.,-2,2.3,-15,0,-13
CCCNC(=O)N1[C@@H]2CN(C(=O)NC(C)C)c3ccccc3[C@@H]2[C@@H]1CO,2,11,-8,-1.5,24[16.7 µM],15,-4
CCC(=O)Nc1ccc2c(c1)OC[C@H](C)N(C(=O)c1ccncc1)C[C@H](C)[C@H](OC)CN(C)C2=O,-16,9,-1,.,1[16.7 µM],-6,-3
CCN(CC(=O)NCCCn1ccnc1)S(=O)(=O)c1ccc(C)cc1,-5,3,7,1.1,4,-1,-5
CN(C)S(=O)(=O)c1ccc2c(c1)C(CC(=O)O)NC2=O (stereo not drawn),-1,.,-3,.,-6,.,.
COCC(=O)N(C)C[C@@H]1Oc2cc(C#CC(C)C)ccc2S(=O)(=O)N([C@@H](C)CO)C[C@H]1C,5,9,-14,0.7,4[16.7 µM],-2,-4
COCCNc1nc2cc(-c3ccccc3)sc2c(=O)n1C,2,26,-32,0.8,0,-7,1
O=C1C=C(/C=C/C2C=CC=CC2)C[C@@H](c2ccc(Cl)cc2)C1 (stereo partly drawn),-2,.,-11,0.3,-5,?,-12
CC(C)NC(=O)CC(=O)N/N=C/c1ccc(Br)cc1,.,-5,.,-0.1,-3,0,10
O=C(O)c1c2c(nc3ccccc13)/C(=C/c1ccccc1[N+](=O)[O-])CCC2,1,44,0,-0.6,1,-1,7
Cc1noc(C)c1NC(=O)N(C)C[C@H]1OCCCC[C@H](C)Oc2ccc(NS(C)(=O)=O)cc2C(=O)N([C@@H](C)CO)C[C@@H]1C,.,17,-1,-5.4,-1[16.7 µM],-2,-4
O=C(C[C@H]1CC[C@H](NC(=O)CC2CC2)[C@@H](CO)O1)NCc1ccccc1,.,14,.,-0.5,.,-8,-3
CO[C@@H]1CN(C)C(=O)c2cc(NC(C)=O)ccc2OC[C@H](C)N(Cc2ccccc2F)C[C@H]1C,4,-11,.,0.2,-3[16.7 µM],-5,0

# The list goes on:
SMILES,FN deposition inh,INS-1E GSIS act,PAX8 inh HTS,CFTR F508del cor,miR-122 sensor,DENV2 CPE,EWS-Fli block
O=C(O)c1cccc(OS(=O)(=O)c2cc(Br)ccc2Br)c1,-6,-24,-25,-1.2,0,15,3
COCCCNC(=S)N1CCC(NC(=O)Nc2ccc(C)cc2)CC1,-2,-51,12,-4.1,.,-3,-2
C[C@H]1CN([C@@H](C)CO)S(=O)(=O)c2ccc(-c3ccccc3)cc2O[C@H]1CN(C)C(=O)Cc1ccccc1,-5,-30,29,.,0[16.7 µM],-1,-16
C[C@@H]1CCCCO[C@H](CN(C)S(=O)(=O)c2ccccc2)[C@H](C)CN([C@@H](C)CO)C(=O)c2cc(NC(=O)c3ccccc3)ccc2O1,8,-31,2,0.7,-3[16.7 µM],19,0
CC(C)(Oc1ccc(Cl)cc1)C(=O)NCc1ccc(S(N)(=O)=O)cc1,-2,3,-14,1.5,.,2,1
CCc1ccc(NC(=O)COC(=O)Cn2cnc3ccccc32)cc1,5,12,-6,0.6,0,-3,1
O=S(=O)(NCC[C@@H]1CC[C@H](NS(=O)(=O)c2ccccc2Cl)[C@H](CO)O1)c1ccc(F)cc1,.,-3,9,-0.2,.,8,4
CNC[C@H]1Oc2ccc(NC(=O)Nc3cccc4ccccc34)cc2C(=O)N([C@H](C)CO)C[C@H]1C,.,22,-3,-2.7,-6[16.7 µM],-1,16
CC1(C)C(Cl)C(=O)C(C(=O)c2ccccc2)C(=O)C1Cl (stereo not drawn),-4,.,12,-2.5,-3,-4,-4
COc1ccc(-c2cnc3c(c2)C(=O)N([C@@H](C)CO)C[C@@H](C)[C@H](CN(C)Cc2ccccn2)O3)cc1,3,10,.,-0.2,11[16.7 µM],7,2
CCc1nc2nc(C)c(NS(=O)(=O)c3cccs3)c(=O)n2[nH]1,-2,18,4,0.9,.,5,3
CC(=O)c1ccc(N2CCN(C(=O)CCCn3c(=O)[nH]c4ccc(Br)cc4c3=O)CC2)cc1,-3,2,17,-2.5,-6,-4,4
O=C(NCCc1ccc(O)cc1)c1[nH]c(C(F)(F)F)nc1-c1ccccc1,1,9,-1,-5.9,6,1,-4
COc1ccc(NC(=O)CN(C)C(=O)CSCc2ccc(C)cc2)cc1,0,-19,-8,0.3,.,-8,1
CCOc1ccccc1CN1C(=O)C2(OCCO2)c2ccccc21,5,0,11,-0.5,2,0,4
CSc1nc(-c2ccccc2)cc(C(F)(F)F)c1C#N,3,-9,-1,.,.,.,.
COc1ccc(C(=O)NC(=S)NNC(=O)c2ccc(C)cc2)cc1,13,-3,-12,3.2,0,-6,16
COc1ccc(N2CCN(C(=O)NC34CC5CC(CC(C5)C3)C4)CC2)cc1,0,-22,-7,.,-16,.,.
O=C(CN1CCOCC1)N1CCCCN2[C@@H](CO)[C@H](c3ccc(C#Cc4ccccc4)cc3)[C@@H]2C1,.,0,25,-5.9,-4[16.7 µM],19,-10
c1ccc2c(c1)nc(N1CCOCC1)c1nnnn12,0,-4,-18,1.8,-7,?,-17
CC(Sc1nc2c(cc1C#N)CCCCC2)C(=O)O (stereo not drawn),1,-18,3,1.0,.,-1,-2
COc1ccc(C(=O)NCCCc2ccccc2)cc1,2,.,-186,-0.7,-3,0,-100
C[C@@H]1CN([C@@H](C)CO)C(=O)c2cc(-c3cccnc3)cnc2O[C@H]1CN(C)S(C)(=O)=O,0,10,.,2.2,3[16.7 µM],?,-6
O=C(C1CCC1)N1CC(=O)N2[C@H](CO)[C@H](c3ccc(-c4ccccc4F)cc3)[C@@H]2C1,6,-6,-13,-2.1,.,-4,4
O=C1Cc2cc(S(=O)(=O)N3CCN(c4cccc(Cl)c4)CC3)ccc2N1,6,.,7,-2.6,-2,?,-6
COc1ccc(C(=O)N2CCc3cc(OC)c(OC)cc3C2c2ccc(OC)c(OC)c2)cc1 (stereo not drawn),-5,7,13,2.3,2,?,8
Cc1ccc(S(=O)(=O)N2CCCC2)cc1C(=O)NC1CCCCC1,-1,-7,4,-0.3,-5,4,0
O=C(C1CCCCC1)N1CC2(C1)[C@H](c1ccccc1)[C@@H](CO)N2Cc1ccccc1F,.,-18,3,-0.9,.,-9,1
